# Source: PubChem
# NadD inh = blocks S. aureus nicotinate mononucleotide adenylyltransferase | AID 602399 | purified NadD enzyme, colorimetric absorbance read-out | 360,000 tested, 0.78% active | inhibition, % at 20 µM; in the data active = inhibition above about 26%; note: some compounds past the cut are filed as inactive
# MLLE-PAM2 inh = inhibitors of microRNA-mediated deadenylation, human PABP1 MLLE binding; P11940; 360,000 tested, 0.36% active; GST-MLLE / FITC-PAM2 fluorescence polarization; inhibition, % at 20 µM; in the data active = inhibition above about 35%, passing the limit was not always enough;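 note: plate controls were DMSO wells with GST-MLLE for no effect and wells lacking GST-MLLE protein for full effect; some results filed as inactive read as strong as hits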
# Scp1 inh = Scp-1 (human) phosphatase inhibition; AID 493091; inhibition, % at 20 µM; Recombinant Scp1, phosphopeptide, malachite green phosphate absorbance; 340,000 tested, 0.88% active; Q9GZU7;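 active = inhibition above about 50% at 20 µM, limit read from the data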;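 note: plate controls were DMSO wells with enzyme for no effect and wells lacking enzyme for full effect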
#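 System: SCP-1 catalytic domain; Reagent: Phospho 17-mer peptide substrate; Doses: one concentration, 20 µM, with 1.0% DMSO; Incubation: 45 min room-temperature reaction, 5 min colour, 30 min stabiliser; Signal: Phosphate-binding colour reagent, absorbance read at 630 nm.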
# LMPTP inh = blocks human LMPTP phosphatase; recombinant LMPTP-A, OMFP fluorogenic substrate, fluorescence intensity; inhibition, % at 20 µM; 360,000 tested, 0.22% active;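 active = compounds that cut the enzyme signal by at least half of the control window in the single-dose screen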;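 note: plate controls were DMSO wells with enzyme plus substrate for no effect and substrate without enzyme for full effect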
#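 Material: LMPTP-A; amount: 0.625 nM enzyme; doses: single 20 µM dose; times: reaction 50 min, room temperature, dark; technique: fluorescence intensity of OMFP turnover product; benchmarks: no-enzyme and uninhibited controls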
# CSN deneddyl inh = CSN deneddylation inhibition; Purified CSN, SCF-Nedd8-OG deneddylation, fluorescence polarization; inhibition, % at 12.5 µM; 360,000 tested, 0.38% active;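 active = pattern-corrected inhibition above about 35%, with an unprinted fluorescence ratio check between 0.5 and 1.5, limit read from the data, passing the limit was not always enough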;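 note: 0% = enzyme with substrate and 100% = substrate without enzyme; some results filed as inactive read as strong as hits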
#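 Assay system: HEK293T-derived human Csn5 enzyme; quantity: 0.24 nM enzyme; medium: Tris/NaCl/DTT buffer, pH 7.5; also added: substrate SCFSkp2-Nedd8OG, 10 nM; doses: 12.5 µM compound; schedule: 90 min reaction at room temperature; signal: FP; read-out: % inhibition of substrate cleavage by Csn5; benchmarks: substrate-only high control, full reaction low control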
# Rpn11 inh = inhibitors of human proteasome Rpn11. calls only at 20 µM. human 26S proteasome, Ub4-pepOG fluorescence polarization; 20S core pre-blocked with epoxomicin. O00487. 360,000 tested, 0.59% active. AID 588493;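 active = inhibition at 20 µM, scaled to each plate's controls, above about 33%, limit read from the data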
# SUMO1 PPI mod = alters human SUMO1 binding to SIM partners | P63165 | SUMO1 binding to a labelled peptide, TR-FRET, 1 h | inhibition, % at 20 µM | 360,000 tested, 0.33% active; in the data active = inhibition above about 37%
# STEP block = STEP (human) phosphatase inhibition. recombinant STEP, OMFP fluorogenic substrate, fluorescence. inhibition, % at 20 µM. 360,000 tested, 0.25% active;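 active = inhibition at 20 µM, scaled per plate between control wells, above about 37%, limit read from the data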;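 note: 0% = DMSO with enzyme and substrate and 100% = substrate only without enzyme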
#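 System: STEP (striatal-enriched tyrosine phosphatase) enzyme, cell-free; medium: Bis-Tris pH 6.0 buffer with DTT, detergent; dosing: 20 µM, 1% DMSO; times: reaction 20 min, ambient temperature; detection: fluorescence, 480/540 nm; read-out basis: normalized % inhibition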
# TbMetRS inhib = blocks T. brucei methionyl-tRNA synthetase activity; purified T. brucei MetRS, ATP depletion, Kinase-Glo luminescence; inhibition, % at 11.9 µM; 360,000 tested, 0.4% active; AID 624268;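 active = inhibition above a per-plate cutoff of the control wells' mean inhibition plus 3 SD, cut at about 5.5% in these data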;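 note: 0% = DMSO wells median and 100% = median of wells with control inhibitor compound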
#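 Assay system: T. brucei methionyl-tRNA synthetase, purified | Medium: HEPES buffer with MgCl2, KCl, DTT, spermine, BSA, pyrophosphatase | Compound: 11.9 µM single point | Incubation: 15 min enzyme-compound preincubation, 2 h reaction, 10 min detection, 25 °C | Measured by: Kinase-Glo luciferase luminescence reporting remaining unconsumed ATP | Measure: % inhibition normalized to control-well medians | Replication: Singlicate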
# DNMT1 inh = blocks human DNA methyltransferase DNMT1 | inhibition (reported as % activation of signal), % at 10 µM | 360,000 tested, 0.83% active | DNMT1 molecular beacon, Hinp1I cleavage, fluorescence; in the data active = inhibition above about 50%
# Target sequence (P26358 504-1616 limits assumed): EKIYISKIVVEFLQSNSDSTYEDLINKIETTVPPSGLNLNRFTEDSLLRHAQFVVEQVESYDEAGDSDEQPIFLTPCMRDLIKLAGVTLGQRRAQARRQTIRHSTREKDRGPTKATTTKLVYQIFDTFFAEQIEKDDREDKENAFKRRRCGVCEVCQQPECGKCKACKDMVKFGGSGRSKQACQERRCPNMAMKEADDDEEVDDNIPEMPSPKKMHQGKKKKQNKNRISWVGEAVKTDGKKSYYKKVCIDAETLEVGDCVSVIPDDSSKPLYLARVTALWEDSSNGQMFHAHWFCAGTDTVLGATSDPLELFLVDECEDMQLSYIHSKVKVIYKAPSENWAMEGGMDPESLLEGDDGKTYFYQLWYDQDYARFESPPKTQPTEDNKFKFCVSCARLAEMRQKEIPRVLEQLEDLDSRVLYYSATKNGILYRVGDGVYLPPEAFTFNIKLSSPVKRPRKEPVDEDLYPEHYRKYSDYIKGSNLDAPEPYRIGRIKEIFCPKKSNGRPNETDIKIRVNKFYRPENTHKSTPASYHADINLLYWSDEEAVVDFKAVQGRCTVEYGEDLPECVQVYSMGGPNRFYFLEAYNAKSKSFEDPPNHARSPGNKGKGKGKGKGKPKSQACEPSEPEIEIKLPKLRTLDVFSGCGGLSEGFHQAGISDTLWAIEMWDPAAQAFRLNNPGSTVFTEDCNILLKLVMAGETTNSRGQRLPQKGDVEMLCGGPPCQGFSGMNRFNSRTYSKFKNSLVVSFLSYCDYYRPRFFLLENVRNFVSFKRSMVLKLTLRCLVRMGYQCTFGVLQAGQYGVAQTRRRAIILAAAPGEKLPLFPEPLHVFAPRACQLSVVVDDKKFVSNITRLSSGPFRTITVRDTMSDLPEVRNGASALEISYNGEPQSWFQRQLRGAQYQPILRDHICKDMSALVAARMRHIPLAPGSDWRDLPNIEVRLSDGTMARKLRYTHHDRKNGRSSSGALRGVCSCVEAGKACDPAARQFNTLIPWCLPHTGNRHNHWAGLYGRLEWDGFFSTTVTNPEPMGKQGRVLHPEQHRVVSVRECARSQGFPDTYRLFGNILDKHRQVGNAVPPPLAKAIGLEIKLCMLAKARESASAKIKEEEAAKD
# * hit, by the source's call; i = inactive; · = not tested or not shown; & = joins results of further samples.
SMILES,NadD inh,MLLE-PAM2 inh,Scp1 inh,LMPTP inh,CSN deneddyl inh,Rpn11 inh,SUMO1 PPI mod,STEP block,TbMetRS inhib,DNMT1 inh
CC(C)(C)c1ccc(O)c(N=Cc2c(O)ccc3ccccc23)c1,1,-120,-7,2.9,57*,·,-66,-2,-0.6,14
CC1CN(O)C2CCc3nonc3C12O (stereo not given),-2,9,3,-1.2,1,i,7,0,0.2,-3
CC(=O)OC1C2CCCC1C(N1CCCC1)CC2 (stereo not given),-4&3,13&4,-4&-8,-2.4&-1.6,1&-2,i,-1&-1,3&-1,-0.9&-0.9,-2&1
CC(C)c1ccc(OCC(=O)N2CCN(C)CC2)c(Br)c1,0,-12,0,-0.8,4,i,9,-6,-1.6,4
COc1ccc(OCC(=O)N2CCN(Cc3c[nH]c4ccccc34)CC2)cc1,-4,-5,1,0.5,-3,i,0,2,1.4,-4
CCOC(=O)[C@]12Cc3ccccc3[C@H]1N(CCC(=O)OC)C(=O)c1cc(OC)ccc12,11,·,·,0.3,-6,·,2,·,-0.4,·
CN1C(=O)c2ccccc2NC(=O)[C@]12O[C@@H]2c1ccccc1,1,11,4,-0.2,-1,i,3,-1,-0.4,-1
CC(=O)/C=C/c1ccccc1,-1,1,-4,-1.5,2,i,0,1,0.0,-2
COP(=O)(C#Cc1ccccc1)C(O)c1ccc(Br)cc1 (stereo not given),-5,-16,-13,0.1,-2,i,4,1,0.0,2
CN1C(=O)C(=Cc2ccccc2OCc2ccc(C(=O)O)cc2)C(=O)N(C)C1=O,1,1,-9,-1.4,-7,i,11,1,0.7,-1

# An excerpt from above in order of count of non-hydrogen atoms, ascending:
SMILES,NadD inh,MLLE-PAM2 inh,Scp1 inh,LMPTP inh,CSN deneddyl inh,Rpn11 inh,SUMO1 PPI mod,STEP block,TbMetRS inhib,DNMT1 inh
CC(=O)/C=C/c1ccccc1,-1,1,-4,-1.5,2,i,0,1,0.0,-2
COP(=O)(C#Cc1ccccc1)C(O)c1ccc(Br)cc1 (stereo not given),-5,-16,-13,0.1,-2,i,4,1,0.0,2
CN1C(=O)c2ccccc2NC(=O)[C@]12O[C@@H]2c1ccccc1,1,11,4,-0.2,-1,i,3,-1,-0.4,-1
CCOC(=O)[C@]12Cc3ccccc3[C@H]1N(CCC(=O)OC)C(=O)c1cc(OC)ccc12,11,·,·,0.3,-6,·,2,·,-0.4,·

# Next part.
SMILES,NadD inh,MLLE-PAM2 inh,Scp1 inh,LMPTP inh,CSN deneddyl inh,Rpn11 inh,SUMO1 PPI mod,STEP block,TbMetRS inhib,DNMT1 inh
CCc1ccc(-c2nn(Cc3ccccc3)cc2C=O)cc1,-10,-16,-8,3.2,5,i,-2,1,0.8,2
O=c1[nH]c(=S)[nH]c(O)c1/C=N/N1CCOCC1,-1,18,-11,-1.4,2,i,0,-2,-0.5,0
COc1cccc(C(=O)C2CCCN(Cc3ccc4nsnc4c3)C2)c1 (stereo not given),0,-4,-6,1.3,-1,i,-23,-2,-0.5,-1
COc1cccc(C(=O)C2CCCN(Cc3ccc(F)cc3)C2)c1 (stereo not given),-7,4,-3,1.2,2,i,2,0,-1.0,3
ON1C2CCCCC2N(O)C1c1ccccc1 (stereo not given),0,7,-13,-1.3,5,i,12,-3,-0.3,-2
CCOC(=O)CNC(=O)N1Cc2ccc(Br)cc2-n2nncc2C1,0,5,·,-1.4,-1,i,1,-2,-0.5,9
CCOC(=O)c1ccc(N=C(c2ccccc2)c2c(O)n(C)c(=O)n(C)c2=O)cc1,3,-30,-7,-0.1,-1,i,-1,3,0.6,-1
CCOc1ccc(-n2c(O)c(C=NCCN(CC)CC)c(=O)[nH]c2=O)cc1,-1,-37,-11,-5.4,12,i,-1,1,-0.9,2
Cc1cccc(C)c1-n1nnnc1C(c1cc2ccccc2o1)N1CCC(n2c(=O)[nH]c3ccccc32)CC1 (stereo not given),25,-3,·,4.2,4,i,-9,0,0.0,-28
OC12Oc3ccccc3C=C1N1CCC2CC1 (stereo not given),0,-1,-9,-0.3,9,i,-2,0,-0.7,5

# Reformatted: entries from further up
structure: CCc1ccc(-c2nn(Cc3ccccc3)cc2C=O)cc1
  NadD inh: -10
  MLLE-PAM2 inh: -16
  Scp1 inh: -8
  LMPTP inh: 3.2
  CSN deneddyl inh: 5
  Rpn11 inh: i
  SUMO1 PPI mod: -2
  STEP block: 1
  TbMetRS inhib: 0.8
  DNMT1 inh: 2
structure: O=c1[nH]c(=S)[nH]c(O)c1/C=N/N1CCOCC1
  NadD inh: -1
  MLLE-PAM2 inh: 18
  Scp1 inh: -11
  LMPTP inh: -1.4
  CSN deneddyl inh: 2
  Rpn11 inh: i
  SUMO1 PPI mod: 0
  STEP block: -2
  TbMetRS inhib: -0.5
  DNMT1 inh: 0
structure: COc1cccc(C(=O)C2CCCN(Cc3ccc4nsnc4c3)C2)c1 (stereo not given)
  NadD inh: 0
  MLLE-PAM2 inh: -4
  Scp1 inh: -6
  LMPTP inh: 1.3
  CSN deneddyl inh: -1
  Rpn11 inh: i
  SUMO1 PPI mod: -23
  STEP block: -2
  TbMetRS inhib: -0.5
  DNMT1 inh: -1
structure: COc1cccc(C(=O)C2CCCN(Cc3ccc(F)cc3)C2)c1 (stereo not given)
  NadD inh: -7
  MLLE-PAM2 inh: 4
  Scp1 inh: -3
  LMPTP inh: 1.2
  CSN deneddyl inh: 2
  Rpn11 inh: i
  SUMO1 PPI mod: 2
  STEP block: 0
  TbMetRS inhib: -1.0
  DNMT1 inh: 3

# (further entries)
SMILES,NadD inh,MLLE-PAM2 inh,Scp1 inh,LMPTP inh,CSN deneddyl inh,Rpn11 inh,SUMO1 PPI mod,STEP block,TbMetRS inhib,DNMT1 inh
Cc1cccc(C#N)c1,9,6,-9,-0.6,3,i,0,0,-0.7,-2
Cc1nc2ccccn2c1P(=S)(N1CCCCC1)N1CCCCC1,-5,13,-3,1.1,-1,i,-1,3,0.0,4
COc1ccc(CCn2c(O)c(C=NC3CC3)c(=O)[nH]c2=O)cc1OC,-4,-1,1,-1.1,-2,i,2,-5,-0.7,5
COC(=O)C(O)(c1c(C)[nH]c2ccccc12)C(F)(F)F (stereo not given),-3,0,1,0.9,5,i,3,3,-0.1,-2
O=C(N/N=C/c1c(O)n(Cc2ccc(F)cc2)c(=O)[nH]c1=O)c1ccccc1,-3,-9,-12,-0.6,34,i,0,0,2.8,0
CCC[N+]12CCC(CC1)C(=C(c1ccccc1)c1ccccc1)C2,3,9,-1,-0.2,3,i,-1,-6,-0.2,3

# This is a subset; rates above refer to the full screens.
